# Imprint erasure = qHTS Assay for Compounds that Induce Erasure of Genomic Imprints; mouse ES Peg3-LacZ reporter, beta-gal luminescence, 40 h; Potency, µM (highest dose often 60.7 µM), inactives show at the top dose activity change, positive = activation, hits mostly activators; 110,000 tested, 0.02% active;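 further: 0% = negative control wells on the plate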
#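 Each well holds 300 Peg3LacZ-Neo (maternal) female ES cells incubated 40 h at 37C, 5% CO2. LacZ is measured by BetaGlo luminescence, with AC50 and maximum efficacy derived from dose-response curves.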
# p53ts 32C tox = qHTS Screen for Compounds that Selectively Target Cancer Cells with p53 Mutations: Cytotoxicity of p53ts Cells at the Permissive Temperature; H1299-p53A138V at 32C, ATP luminescence viability, 24 h; Potency, µM (highest dose often 46.1 µM), for inactives: at the highest dose activity change, negative = cytotoxicity, most hits filed as cytotoxic; 130,000 tested, 0.93% active;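 further: 0% = DMSO and -100% = full killing by reference compound; nearly all actives have a fitted effect of over 55% in size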
#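 ATP-content luminescence (ATPlite) read-out after 24 h compound exposure at 32C in H1299-p53A138V cells (600/well). Tested up to 46 uM. Normalized to DMSO (0%) and 100 uM tamoxifen (100% killing); Hill-fit AC50.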
# IkB signaling = IkB Signaling; ABC-DLBCL IkBa-CBG/CBR dual luciferase ratio, 4 h; response scale: scaled: untreated 0%, proteasome inhibitor 100%; Potency, µM (top dose mostly 57.1 µM), for the others: at the top dose IkBa stabilization activation; 110,000 tested, 0.04% active; AID 445, 2006; active means well fitted curve in the direction sought with a large enough effect in the signal ratio, not every such curve was filed as active; inconclusive means small, poorly fitted or top-dose-only effect, or a change in a side signal; the % refers to the signal ratio;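 further: the direction sought is a rising ratio; 0% = basal untreated cells and 100% = reference inhibitor full response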
#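 Luminescence ratio of IκBα-fused green versus native red beetle luciferase in OCI-Ly3 cells, 4 h post-doxycycline with compound; red signal alone, scaled from basal (0%) to zero light (-100%), flagged nonspecific or cytotoxic effects.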
# p53ts 39C kill = qHTS Screen for Compounds that Selectively Target Cancer Cells with p53 Mutations: Cytotoxicity of p53ts Cells at the Nonpermissive Temperature; AID 902, 2007; 130,000 tested, 1.5% active; H1299-p53A138V viability at 39C, ATP luminescence, 24 h; Potency, µM (titrated, usually from 46.1 µM), without a hit: at the highest dose activity change, negative = cell killing, hits mostly cytotoxic; further: nearly all actives have a fitted effect of over 55% in size
# * = called active by the depositor; u = inconclusive; x = no result given; & = joins results of further samples; [ ] = remark or other dose. Unless noted, the call rests on the fitted dose curve; in most records, active means well fitted curve in the direction sought with a large enough effect; inconclusive means small, poorly fitted or top-dose-only effect, or another doubt; inactive means no such curve, though single readings can be large; an effect the other way counts as inactive or inconclusive. Unless noted, on the % scale 0 is the no-effect control and ±100 the full control effect; potency means the concentration at half of the fitted maximal effect.
SMILES,Imprint erasure,p53ts 32C tox,IkB signaling,p53ts 39C kill
O=C(O)CCC(=O)Nc1ccccc1C(=O)NC1CCCCC1,1%,2%,0.1%,3%
CCc1ccccc1NC(=O)Cn1c(=O)nc(-c2ccccc2)c2ccccc21,-14%[10.9 µM],-6%,u,-22%
COc1ccc(C(=O)c2cn(Cc3ccc(C)cc3)c3cc4c(cc3c2=O)OCO4)cc1,-5%[10.9 µM],13%,u,u
Nc1nc(-c2cccnc2)nn1C(=O)COc1ccccc1,-10%,2%,-1.9%,3%
CC(C)(C)n1nc2c(c1NC(=O)c1cccs1)CS(=O)C2 (stereo unspecified),-1%,3%,0.9%,-1%
Cc1ccccc1NC(=O)c1ccc(F)c(S(=O)(=O)N2CCN(c3ccccc3F)CC2)c1,30%[10.9 µM],13%,-2.4%,-14%
CC(=O)OC[C@@H]1O[C@@H](O/N=C2/C[C@@H](O)[C@@H](O)[C@@H]3[C@@H]4C(=O)N([C@@H](C)c5ccccc5)C(=O)[C@H]4CC[C@H]23)[C@H](OC(C)=O)[C@H](OC(C)=O)[C@@H]1OC(C)=O,x,0%[9.22 µM],x,0%[9.22 µM]
Cc1ccc(OCC(=O)Nc2cccc(-c3nc4ccccc4s3)c2)cc1,-50%[inhibitor][10.9 µM],u,u,-28%
O=c1cc(-c2ccc(O)cc2)oc2ccc(O)cc12,u,u,x,u
Cc1cc(C)cc(/C=C/C2OCC(O)C2Oc2ccc(C3CCCC3)cc2)c1 (stereo unspecified),x,4%&6%[9.22 µM],x,5%&4%[9.22 µM]
CCOc1ccc(-n2c(=O)c3c(C)c(C)sc3n(CC(=O)N3CCC(C)CC3)c2=O)cc1,-14%[10.9 µM],16%,u,-7%
CC(C)c1cnc2c(c1SCC(=O)N1CCCCC1)c(=O)n(C)c(=O)n2C,-5%[10.9 µM],10%,u,-5%
COc1ccccc1NC(=O)Cc1cccs1,-10%,-4%,1.2%,10%
Cc1noc(NS(=O)(=O)c2ccc(N/C=C/C(=O)c3ccc4c(c3)OCO4)cc2)c1C,-63%[inhibitor],u,5.2%,-18%
CC(C)c1ccc(NC(=O)CN2C(=O)CSc3ccc(S(=O)(=O)N4CCCC4)cc32)cc1,-12%[10.9 µM],6%,u,6%
CC(C)N(C(=O)CN(C#N)c1nc(N(C)C)nc(N(C)C)n1)c1ccccc1,-10%,0%,0.9%,2%
CCc1oc(C(=O)O)cc1CN(CC)CC,-8%,4%,0.0%,0%
CCOC(=O)NC(=O)CSc1nnnn1-c1ccc(Cl)cc1,-8%,-3%,9.2%,2%
CCOc1ccc(-c2nnc(SCC(=O)NC3CCCCC3)nc2-c2ccc(OCC)cc2)cc1,-11%[10.9 µM],-5%,0.2%,-19%
Cc1ccc(NC(=O)CN2C(=O)C3(SCC(=O)N3c3ccc(F)c(F)c3)c3ccccc32)c(C)c1 (stereo unspecified),-9%[10.9 µM],3%,u,-1%

# Full records, looked up by structure. Order of values: Imprint erasure	p53ts 32C tox	IkB signaling	p53ts 39C kill
# CC(C)c1ccc(NC(=O)CN2C(=O)CSc3ccc(S(=O)(=O)N4CCCC4)cc32)cc1 is listed with -12%[10.9 µM]	6%	u	6%
# CC(C)c1cnc2c(c1SCC(=O)N1CCCCC1)c(=O)n(C)c(=O)n2C is listed with -5%[10.9 µM]	10%	u	-5%
# Cc1ccc(NC(=O)CN2C(=O)C3(SCC(=O)N3c3ccc(F)c(F)c3)c3ccccc32)c(C)c1 (stereo unspecified) is listed with -9%[10.9 µM]	3%	u	-1%
# CC(C)N(C(=O)CN(C#N)c1nc(N(C)C)nc(N(C)C)n1)c1ccccc1 is listed with -10%	0%	0.9%	2%
# CCOc1ccc(-c2nnc(SCC(=O)NC3CCCCC3)nc2-c2ccc(OCC)cc2)cc1 is listed with -11%[10.9 µM]	-5%	0.2%	-19%

# Further records follow.
SMILES,Imprint erasure,p53ts 32C tox,IkB signaling,p53ts 39C kill
Cn1c(NCCO)nc2c(c1=O)C1(CCCCC1)Cc1ccccc1-2,-5%,25%,11%,2%
Clc1ccc(Cn2ncc3c(N4CCCCC4)ncnc32)cc1,0%,11%,u,16%
COc1ccc(OC)c(C2C(C(C)=O)=C(O)C(=O)N2c2ccc(O)cc2)c1 (stereo unspecified),1%,2%,-0.1%,3%
CCSc1nc(-c2ccc(Cl)cc2)nc2c1Cc1c(CO)cnc(C)c1O2,-2%[10.9 µM],2%,-2.1%,2%
O=C(O)c1cc(/C=N\O)ccc1OCc1ccccc1,4%,-1%,u,9%
O=C(COc1ccccc1F)Nc1ccc2nc(SCC(=O)N3CCc4ccccc43)sc2c1,-15%[10.9 µM],-9%,-0.8%,0%
COc1cccc(NC2=CC(c3ccc(C(C)C)cc3)N(c3cccc(OC)c3)C2=O)c1 (stereo unspecified),u,-15%,u,-17%
COC(=O)[C@H](C)NC(=O)Nc1ccc(C)c(C)c1,-11%,4%,1.2%,8%
CCCCNc1sc(S(=O)(=O)CCC)nc1S(=O)(=O)c1ccc(C)cc1,5%[10.9 µM],11%,-0.4%,-9%
Cc1ccc(CNC(=O)CCCN2C(=O)COc3ccc(C)cc32)cc1,-15%[10.9 µM],14%,0.0%,u
c1ccc(C2=Nn3c(nnc3-c3n[nH]c4c3CCC4)SC2)cc1,-8%,10%,18%,-17%
c1ccc2nc(-c3nc4ccccc4[nH]3)ccc2c1,-94%[inhibitor],3.2µM*,u,2µM*
C=C(C)c1cccc(C(C)(C)NC(=O)Nc2ncccn2)c1,-15%,0%,2.1%,-2%
COc1ccc(C)cc1NC(=O)CN1c2ccccc2S(=O)(=O)c2ccccc21,10%[10.9 µM],-1%,-1.1%,4%
COc1cccc(N2CC(NC(=O)/C=C\c3ccc(OC)c(OC)c3)CC2=O)c1 (stereo unspecified),12%[10.9 µM],1%,-2.4%,-3%
COc1ccc2c(Sc3ccc(Cl)cc3)c(C(=O)N3CCCCC3)[nH]c2c1,-12%[10.9 µM],-3%,u,-24%
O=C(COCc1nc2ccccc2c(=O)[nH]1)NCC1CCCCC1,x,2%,x,9%
COc1ccc(C(C)C)cc1S(=O)(=O)Nc1ccc(Cl)cn1,-15%,-4%,0.0%,-3%
COc1cccc(CNC(=O)CCNS(=O)(=O)c2ccc3c(c2)oc(=O)n3C)c1,-17%[10.9 µM],-4%,0.3%,19%
CC(C)C12CN3CC(C(C)C)(CN(C1)C3c1ccccc1)C2O (stereo unspecified),5%,2%,-0.2%,5%
O=C(OCC(=O)N1CCCCC1)c1c[nH]c(=O)[nH]c1=O,8%,6%,-1.7%,-8%
COc1ccc(C2C(C(=O)Nc3ccccc3OC)=C(C)Nc3nnnn32)c(OC)c1 (stereo unspecified),-23%,-3%,1.8%,3%
CCCn1c(CCC(=O)Nc2ccc(C)c(Cl)c2)nc2cccnc21,-5%[10.9 µM],-9%,1.3%,-6%
O=c1c(-c2ccc(Cl)cc2)c(C(F)(F)F)oc2c(CN3CCCCC3)c(O)ccc12,5%[10.9 µM],0%,3.1%,12%
O=C1CC(c2ccccc2)Sc2ccccc2N1 (stereo unspecified),-12%,2%,2.8%,0%
O=C(Cn1c2ncccc2c(=O)n1-c1ccccc1)Nc1cccc(C(F)(F)F)c1,9%[10.9 µM],30%[activator],u,-14%
O=S1(=O)N=C(Nc2ccc(N3CCOCC3)cc2)c2ccccc21,-8%,-13%,-1.2%,-12%
CCOc1cccc(NC(=O)c2ccc(S(=O)(=O)N(C)C)cc2)c1,-5%,3%,7.4%,4%
COc1ccc(OCCC(=O)OCC(=O)NCc2ccco2)cc1,-1%,12%,1.7%,-3%
O=C(CCNS(=O)(=O)c1ccc2c(c1)CCN2C(=O)C1CC1)Nc1ccc(OC(F)(F)F)cc1,-5%[10.9 µM],-1%,u,-10%
CC1(c2cccs2)CC(c2cccs2)=C(C#N)C(=O)N1 (stereo unspecified),17%,7%,-5.7%,5%
Cc1c(C(N)=O)c(N)c(C(=O)c2ccccc2)n1-c1ccccc1,-8%,12%,-1.4%,9%
CCN(CC)S(=O)(=O)c1ccc(NC2c3ncccc3C(=O)N2Cc2ccccc2)cc1 (stereo unspecified),-13%,6%,2.0%,-7%
Cc1ccc2c(c1)c(=O)c(C(=O)c1ccncc1)cn2CC(=O)Nc1c(C)cccc1C,-11%[10.9 µM],-4%,0.4%,1%
O=C(CN1CCC(NC(=O)c2cccc(F)c2)CC1)NCc1ccccc1F,-11%,5%,0.5%,-3%
COc1ccc(S(=O)(=O)N2CCN(C(=O)[C@@H]3CCC(=O)N3C3OC(=O)c4ccccc43)CC2)cc1 (stereo partly specified),-3%,-7%,-0.3%,0%
COc1ccccc1OCc1nnc(SCC(=O)NCc2ccco2)n1Cc1ccco1,x,-1%,4.2%,1%
COc1ccc(CC(NC(C)=O)C(=O)NC2CCN(c3c4c(nc5ncnn35)CCC4)CC2)cc1 (stereo unspecified),-19%,3%,-0.2%,4%
c1cc2c(cc1Nc1nc(-c3ccc4c(c3)OCO4)cs1)OCCO2,-10%,-19%,u,-17%
Cc1nc(NC(=O)c2cc(-n3cnnc3)ccc2Cl)ccc1Br,x,4%,x,12%

# 2 records picked at random from those above, as already listed:
SMILES,Imprint erasure,p53ts 32C tox,IkB signaling,p53ts 39C kill
COc1ccccc1OCc1nnc(SCC(=O)NCc2ccco2)n1Cc1ccco1,x,-1%,4.2%,1%
CC1(c2cccs2)CC(c2cccs2)=C(C#N)C(=O)N1 (stereo unspecified),17%,7%,-5.7%,5%

# Next part
SMILES,Imprint erasure,p53ts 32C tox,IkB signaling,p53ts 39C kill
CS(=O)(=O)N(C(=O)NC(=O)NC1CCS(=O)(=O)C1)C1CCCCC1 (stereo unspecified),4%,-4%,0.6%,-3%
O=C(Nc1ccc(N2CCCC2)cc1)c1ccc(Br)o1,-40%[inhibitor],u,1.6%,-23%
COc1ccc(-c2nnc(SCC(=O)NCCc3ccc(OC)c(OC)c3)nc2-c2ccc(OC)cc2)cc1,-8%[10.9 µM],6%,2.0%,30%
COc1cc(NC(=O)c2cc3ccccc3o2)c(OC)cc1Cl,-4%,-3%,-0.6%,-10%
CCOc1ccc(-n2c(-c3ccc(OC)cc3)cc3c2CC(C)(C)CC3=O)cc1,17%[10.9 µM],25%,u,-2%
COc1ccc(NC(=O)CN2CCN(CC(=O)Nc3ccc4c(c3)OCO4)CC2)cc1,8%,13%,-1.2%,1%
CSc1cccc(NC(=O)OC2CCCCCCCCCCC2)c1,-4%[10.9 µM],-11%[9.22 µM],0.4%[11.4 µM],-8%[9.22 µM]
O=C(Nc1ccc(N2CCCCC2)cc1)c1ccccc1,x,5µM*,x,13µM*
CCOc1ccc(-c2cc(-c3nc(-c4cc(OC)c(OC)c(OC)c4)no3)[nH]n2)cc1,-11%[10.9 µM],-4%,-3.2%,2%
Cc1ccc(CSc2ncc(Cl)c(C(=O)Oc3ccccc3F)n2)cc1,-20%[10.9 µM],-3%,u,-11%
COc1ccc(/C=C/C(=O)c2ccc(OC)cc2O)cc1,x,-3%[9.22 µM],x,-23%[9.22 µM]
Cc1cccc(Cn2c(Cc3ccccc3)nc3ccccc32)c1,-7%[10.9 µM],22%,u,u
CCOc1cccc(C(=O)N(Cc2ccc(F)cc2)C2CCS(=O)(=O)C2)c1 (stereo unspecified),-5%,5%,0.2%,9%
COc1ccc(CC(C)NS(=O)(=O)c2ccc3c(c2)CCN3S(C)(=O)=O)cc1OC (stereo unspecified),-5%[10.9 µM],-3%,-2.0%,18%
CC(C)CC(=O)Nc1ccc(-c2cn3ccsc3n2)cc1,-45%[inhibitor],1µM*,u,1µM*
O=C(CSc1nc2ccccc2n1CC(=O)N1CCOCC1)N1CCCC1,x,3%,x,42%[activator]
CC(CN1CCCC1)OC(=O)COc1ccccc1 (stereo unspecified),-7%,2%,0.5%,0%
CC(=O)N1CCCc2cc(S(=O)(=O)N(CCN(C)C)Cc3ccccc3)ccc21,16%[10.9 µM],-1%,0.2%,u
CCc1nn(CC(=O)N2CCN(c3cccc(C)c3C)CC2)c(=O)c2cc3sccc3n12,-5%[10.9 µM],-5%,1.5%,-13%
CCOc1ccccc1NC(=O)CN1C(=O)C2(SCC(=O)N2c2ccc(C)cc2)c2ccccc21 (stereo unspecified),-6%[10.9 µM],18%,u,-19%
COc1ccc(Cn2nnnc2C(c2cccs2)N2CCSCC2)cc1 (stereo unspecified),-8%,-1%,1.5%,1%

# Compound activity as filed in PubChem BioAssay.
